DTT redox prof: compounds producing H2O2 with reducing agent – biochemical, NIH compound library profiling, artefact control for MLSCN library redox annotation, primary screen; DTT-dependent redox cycling H2O2, phenol red/HRP absorbance; 100% = 100 µM peroxide control, 0% = buffer; activation, % at 10 µM; 200,000 tested, 0.03% active;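 active means activation of at least 50% relative to the plate's high and low controls in the primary single-dose screen; inactive means activation below 50%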;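 further: compound incubated with DTT at 0.8 mM final as the reducing agent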
TNAP inh hi DEA: blocks human TNAP under high phosphate acceptor concentration. purified TNAP, CDP-star luminescence, 1 M DEA. 200,000 tested, 0.03% active. inhibition, % at 20 µM;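 active means over 50% inhibition of tissue-nonspecific alkaline phosphatase at 20 µM in the single-dose screen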;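 further: plate controls were DMSO wells for no effect and EDTA-quenched wells as full inhibition for full effect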
Target sequence (P05186 whole entry, looked up): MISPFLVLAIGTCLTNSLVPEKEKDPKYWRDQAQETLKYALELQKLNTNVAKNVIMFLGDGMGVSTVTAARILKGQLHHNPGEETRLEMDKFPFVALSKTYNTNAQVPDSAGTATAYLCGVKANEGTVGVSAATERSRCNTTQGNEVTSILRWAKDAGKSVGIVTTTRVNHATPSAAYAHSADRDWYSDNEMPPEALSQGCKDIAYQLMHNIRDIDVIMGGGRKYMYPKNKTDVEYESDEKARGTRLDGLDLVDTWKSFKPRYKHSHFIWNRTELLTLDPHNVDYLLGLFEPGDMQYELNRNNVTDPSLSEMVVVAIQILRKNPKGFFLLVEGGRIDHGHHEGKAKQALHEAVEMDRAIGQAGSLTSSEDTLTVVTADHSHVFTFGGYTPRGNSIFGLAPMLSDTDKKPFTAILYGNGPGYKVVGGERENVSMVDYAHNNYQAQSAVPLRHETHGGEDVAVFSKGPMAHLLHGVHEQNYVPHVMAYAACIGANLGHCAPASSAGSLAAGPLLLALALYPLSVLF
RAM inhibit: yeast RAM network inhibition; 190,000 tested, 1.8% active; inhibition, % at 50 µM; S. cerevisiae dse1pr::URA3 reporter, 5-FOA growth OD615, 2 d; analog-sensitive cbk1-as2 kinase mutant strain;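 active means inhibition above a set limit, 3 SD over mean compound inhibition, cut at about 8.4% in these data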;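 further: 0% = DMSO-only wells with no growth and 100% = 10 µM 1-NA-PP1 full growth; inhibition rescues growth on 5-FOA so higher OD means more RAM inhibition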
S1P3 antagonist: S1P3 (human) receptor antagonism; AID 485; inhibition, % at 4.98 µM; CHO S1P3 NFAT-BLA reporter, FRET fluorescence, antagonist mode; 170,000 tested, 0.27% active;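 active means inhibition above the plate cutoff, the mean inhibition of test wells on that plate plus 3 SD, cut at about 28% in these data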;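 further: cells challenged with S1P at its EC80 of 0.8 µM; blue over green emission ratio from cleaved BLA substrate after 4 h stimulation; 0% = S1P-stimulated wells and 100% = unstimulated DMSO-only wells; some compounds past the cut are filed as inactive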
PMI activator: activators of human phosphomannose isomerase; P34949; purified human PMI, coupled resazurin fluorescence, 20 min; active compounds read high; 1 = vehicle control, 0 substrate-free wells; activation factor at 20 µM; 190,000 tested, 0.005% active; AID 1214;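 active means activation factor of 2 or more at 20 µM, relative to plate controls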
Target sequence (P34949 whole entry, looked up): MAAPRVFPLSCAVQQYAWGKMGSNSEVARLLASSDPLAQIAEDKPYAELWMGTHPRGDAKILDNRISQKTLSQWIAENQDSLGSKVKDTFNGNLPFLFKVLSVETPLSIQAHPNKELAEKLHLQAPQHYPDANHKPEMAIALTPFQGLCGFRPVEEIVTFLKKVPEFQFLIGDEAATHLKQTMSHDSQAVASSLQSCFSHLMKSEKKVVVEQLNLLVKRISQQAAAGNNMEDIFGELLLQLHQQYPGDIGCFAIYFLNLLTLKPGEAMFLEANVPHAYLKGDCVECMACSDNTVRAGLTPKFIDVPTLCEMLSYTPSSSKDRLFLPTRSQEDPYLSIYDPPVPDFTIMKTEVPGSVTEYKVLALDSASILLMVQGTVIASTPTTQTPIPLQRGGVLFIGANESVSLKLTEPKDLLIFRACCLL
Lmaj promast: inhibitors of Leishmania major promastigote growth; inhibition, % at 10 µM; Leishmania major promastigotes, resazurin fluorescence viability; 200,000 tested, 9% active; AID 1063; in the data active means inhibition above about 50%;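 further: promastigotes grown with compound for 44 hours at 28 °C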
PMI act hi M6P: increases human PMI activity with near-saturating mannose 6-phosphate | coupled PMI enzyme assay, resazurin fluorescence, 20 min; active compounds read high; 1 = untreated enzyme, 0 = substrate-free blank | activation factor at 20 µM | AID 1216 | 190,000 tested, 0.34% active | P34949;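 active means activation factor of 2 or more at 20 µM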
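Test system: human phosphomannose isomerase with PGI, G6PDH, diaphorase coupling enzymes; amount: 15 ng/mL PMI; incubation: enzyme reaction with compound 20 min at room temperature; technique: resorufin fluorescence (Ex 544/Em 590 nm) from resazurin via diaphorase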
Efa HMGR inh: inhibitors of class II HMG-CoA reductase from Enterococcus faecalis. purified E. faecalis HMGR, NADPH absorbance 340 nm kinetic. inhibition, % at 10 µM. 190,000 tested, 0.41% active. AID 1066;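 active means inhibition above a set limit, the median over all tested compounds plus 3 SD, cut at about 9.5% in these data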;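 further: enzyme runs in reverse so mevalonate oxidation gives rising NADPH absorbance; 0% = complete reaction with DMSO and 100% = background rate lacking mevalonate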
Hsp70 activator: Hsp70 transcriptional activation, primary screen; HeLa Hsp70 promoter luciferase reporter, luminescence; scaled: vehicle 0, proteasome-inhibitor control 100%; activation, % at 10 µM; 200,000 tested, 0.04% active;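 active means activation above the mean across all tested compounds plus 3 SD, cutoff set per campaign, cut at about 5.5% in these data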;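 further: 100% = MG132 at 30 µM as the positive control and 0% = DMSO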
TNAP inh noacc: blocks human TNAP activity with no phosphate acceptor present; P05186; purified TNAP, CDP-star luminescence, 30 min; inhibition, % at 20 µM; 200,000 tested, 0.26% active; AID 1012;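 active means tissue-nonspecific alkaline phosphatase inhibition above about 50% at 20 µM in the single-dose screen, limit read from the data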;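 further: 0% = DMSO negative control and 100% = EDTA positive control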
An asterisk follows results filed as active; . = no result given.

SMILES	DTT redox prof	TNAP inh hi DEA	RAM inhibit	S1P3 antagonist	PMI activator	Lmaj promast	PMI act hi M6P	Efa HMGR inh	Hsp70 activator	TNAP inh noacc
O=C1c2ccccc2C(=O)N1CSc1nnc(Nc2ccccc2)s1	-0.4	2	6.4	4	0.9	-4	0.9	0	-0.1	-7
COc1ccc(C(=O)Oc2ccc3c(C)cc(=O)oc3c2C(C)=O)cc1	1.5	-5	0.0	-2	0.8	-7	1	1	-0.6	-3
CSc1nc2c(c(=O)[nH]1)C(c1cccc(Br)c1)CC(=O)N2 (centres undefined)	-0.7	-6	1.3	-10	1.1	-9	1.1	6	-0.1	-9
CCOC(=O)Cn1c(CN2CCOCC2)nc2c1c(=O)n(C)c(=O)n2C	0.0	-4	0.0	-5	1	-8	1.1	-3	0.0	-12
CC(=O)Nc1ccc2c(c1)N(C(=O)CN(C)C)c1ccccc1CC2	2.0	-3	0.3	.	0.9	1	0.9	1	-0.2	-6
O=C(O)c1ccc(Cn2c(SCc3cc(=O)n4cc(Br)ccc4n3)nc3ccsc3c2=O)cc1	0.0	-1	1.9	-2	1.1	-6	1	6	0.1	4
CCOC(=O)c1c(C)nc(C)c(C(=O)OCC)c1-c1ccccc1	0.3	-3	-0.7	.	1.2	1	1.1	2	-0.2	-7
Cc1c(NC(=O)CSc2nnc(COc3ccccc3)n2-c2ccccc2)c(=O)n(-c2ccccc2)n1C	0.7	-2	-0.8	.	1	-3	1.1	-1	0.0	-10
CCC(=O)N1CCN(c2ccccc2NC(=S)NC(=O)c2cccc([N+](=O)[O-])c2)CC1	-0.4	-1	2.4	-16	0.9	61*	0.9	0	0.2	-13
O=C(CSc1ccc(-c2ccccn2)nn1)N1CCCc2ccccc21	2.7	0	-1.3	-12	1	-2	1.1	0	-0.2	0
Nc1cc(N)nc(SCc2ccccc2)n1	0.3	3	2.3	1	0.9	-8	0.9	-3	0.2	-7
O=C(CSc1nc2ccccc2s1)N1N=C(c2cccs2)CC1c1ccc(F)cc1 (centres undefined)	2.9	-5	4.4	-4	0.9	-1	1	-2	-0.4	-8
COC(=O)c1cccc(NC(=O)c2cc3sccc3n2C)c1	0.4	-3	2.6	-12	0.8	3	1	-1	-0.1	-10
COc1ccc(/C=N\NC(=O)C2C(=O)NCC2c2ccccc2)cc1O (centres undefined)	0.3	-4	0.1	.	1.2	-2	0.9	-3	-0.2	-8
CC(=O)c1ccc(OCCCC(=O)N2CCN(S(=O)(=O)c3cccs3)CC2)cc1	-0.8	-6	-1.2	-32	0.9	5	0.9	0	-0.3	-19
CCN1C(=O)C(CC(=O)Nc2ccc(OC)cc2)N(Cc2cccs2)C1=S (centres undefined)	3.1	6	-0.1	.	1.1	5	0.9	-5	-0.3	9
O=C(NCc1cccnc1)c1ccc(S(=O)(=O)N2CCCCCC2)cc1	-0.5	2	-0.4	-7	1	3	1	3	-0.4	-6
C=CCn1cc(C(C)=O)c(=O)[nH]c1=O	-0.8	-6	2.4	-11	1.1	0	1	-1	-0.2	-4
CN(C(=O)CC1C(=O)NCCN1Cc1ccc(F)c(F)c1)C1CCOCC1 (centres undefined)	0.1	-4	1.5	-11	1.1	-5	0.8	1	-0.2	-10
COc1ccc(/C=C2/SC(=O)N(CCC(=O)Nc3ccc(C)cc3)C2=O)cc1OC	0.8	-1	0.4	-9	0.9	2	0.9	1	-0.4	-6
CCN(CC)C(=O)C1CCCN(c2ncnc3c2cnn3-c2cccc(C)c2)C1 (centres undefined)	-0.6	-6	0.0	13	0.9	40	0.9	-3	-0.5	-11
CC(C)CNC(=O)c1ccccc1NC(=O)/C=C/c1cccc([N+](=O)[O-])c1	0.0	0	1.0	-3	0.8	53*	0.9	-5	0.0	-6
CS(=O)(=O)N(Cc1ccccc1)c1ccc(C(=O)NCc2cccnc2)cc1	0.0	-5	-0.2	.	1	-4	1	-8	-0.3	-11
Cc1ccccc1-n1c(Cn2c(=O)sc3ccccc32)nnc1SCC(=O)NCC1CCCO1 (centres undefined)	-1.2	-5	3.1	-3	0.8	-8	0.8	2	-0.1	-8
CC(C)CN1CC(C(=O)O)CC1=O (centres undefined)	0.1	-1	0.9	-11	1	-9	1.1	-2	-0.2	-5
CNC(=O)c1nc(C)n(-c2cc(Cl)cc(Cl)c2)n1	-0.6	3	0.0	.	0.8	-1	0.8	-1	-0.1	-2
COc1ccccc1/C=C/C(=O)OCC(=O)NCc1ccco1	-0.1	-2	1.7	2	0.9	-2	0.9	-3	-0.4	6
Cc1cccc(NC(=O)CSc2cc(C(=O)c3nccn3C)c3ccccc3n2)c1	-0.3	-3	4.9	6	0.9	1	0.9	0	-0.3	-6
Cc1ccc(O)c(NC(=O)c2noc3c2CCc2ccccc2-3)c1	-0.4	-2	2.1	-4	0.9	-9	0.9	-6	0.1	4
COCCCNC(=O)c1cccs1	-1.1	-5	0.5	.	1	-2	1	4	0.0	1
Oc1ccc(Nc2nc(NCC3CCCO3)c3ccccc3n2)cc1 (centres undefined)	2.2	-2	1.5	-37	1	100*	1	-11	-0.2	-8
CCC(C)(C(=O)NC1CCCC1)N(Cc1ccco1)C(=O)c1ccccn1 (centres undefined)	-3.2	-2	0.0	-6	1.1	1	1	1	-0.3	-3
CCOC(=O)/C(C#N)=C/c1ccc(OCC(=O)Nc2ccccc2)c(OC)c1	1.5	-4	1.7	.	0.9	-4	0.9	3	-0.1	1
Cc1ccc(S(=O)(=O)N2CCN(C)CC2)cc1-c1nnc2c3ccccc3c(C)nn12	-1.3	-4	1.2	0	1	-3	1.1	1	0.0	-11
CCCn1c(N2CCN(CC(=O)c3c[nH]c4ccccc34)CC2)nc2c1c(=O)[nH]c(=O)n2C	2.0	-1	1.0	12	1.2	-9	1.2	2	-0.3	-8
O=C(CSc1ccccn1)Nc1ccc2c(c1)C(=O)c1ccccc1C2=O	0.0	0	1.1	-2	1.1	4	1.2	1	-0.1	-7
COCCN(CCOC)S(=O)(=O)c1ccc(C(=O)Nc2nnc(C)o2)cc1	-0.4	-1	1.2	-55	1	-5	1.1	-1	-0.3	-13
O=C(CCC(=O)c1cccs1)OCC(=O)N1CCN(S(=O)(=O)c2ccccc2)CC1	0.1	-10	1.0	-15	0.9	-6	1	2	-0.2	-15
COc1ccc(CNCCNC(=O)c2cccs2)c(OC)c1OC	-0.6	-6	0.4	-1	0.9	-1	1	-6	-0.2	-8
COc1ccc(OC)c(NC(=O)C2CC(=O)N(c3ccc(Br)cc3)C2)c1 (centres undefined)	-1.7	-4	0.0	2	0.9	-3	0.9	0	-0.3	-12
O=C(CSC1=NCCN1)C1COc2ccccc2O1 (centres undefined)	-0.5	-2	1.6	-2	1.2	-10	1.1	-5	-0.3	-14
Cc1cc(C)cc(OCC(=O)NC2CCCc3ccccc32)c1 (centres undefined)	0.1	-2	0.4	-7	0.8	8	1	-1	-0.5	-6
O=C(NCc1ccco1)c1ccc(-c2ccc(Cl)cc2)o1	-0.8	-6	1.1	2	1	-1	1	5	0.2	-9
COCc1nnc(NC(=O)c2cc(C(=O)OC)cc([N+](=O)[O-])c2)s1	0.2	-3	1.5	-23	1	42	1.2	0	-0.1	-8
COc1cc(S(=O)(=O)Nc2c(C)cc(C)cc2C)ccc1Cl	0.2	-5	4.1	.	0.8	-1	0.9	-5	-0.2	-13
COc1ccc(C(=O)N/N=C(\CCC(=O)O)c2ccc(C(C)(C)C)cc2)cc1OC	0.0	-2	0.6	-3	1	-4	1	0	-0.2	-8
CC(C)CNC(C(=O)Nc1ccc([N+](=O)[O-])cc1Br)c1ccccc1 (centres undefined)	0.1	1	2.1	3	0.9	79*	1	3	-0.3	-46
CCOC(=O)C1=C(C(F)(F)F)Nc2ncnn2C1c1cccc(OC)c1OC (centres undefined)	-0.5	-6	-0.5	-5	1	-4	1.1	-3	-0.3	-11
CN(C)CCNC(=O)Cc1c(C(=O)O)n(C)c2ccccc12	1.8	-5	.	-3	0.9	94*	0.9	.	-0.1	-11
O=C(N/N=C/C=C\c1ccccc1[N+](=O)[O-])c1cc(-c2ccccc2)nc2ccccc12	-0.6	3	5.5	0	0.9	25	1	-4	-0.1	-19
C=C(C)CSc1nnc(-c2ccc(OC)c(OC)c2)n1N	0.3	-11	4.1	.	1	-1	1	0	-0.6	-2
CC(=O)Nc1ccc(Nc2nc(C)nc3c2oc2ccccc23)cc1	-0.5	-3	3.9	1	0.9	10	0.9	-2	-0.4	-13
Clc1ccccc1CSc1snnc1-c1ccccc1	1.8	-4	1.0	.	1	-1	1	0	-0.4	-16
CCOCCc1c(O)nc(SCC(=O)NCc2ccco2)[nH]c1=O	1.2	-1	0.7	-10	1.1	-6	1	0	-0.2	-7
COc1cc(N2CCCC2)c(OC)cc1/C=C(/C#N)c1cccc(F)c1	0.6	19	6.2	.	0.8	3	0.9	-6	0.6	19
CN(CC(=O)Nc1ccc(F)cc1)CC(=O)Nc1ccc(F)c(F)c1F	-0.1	-5	-0.1	-18	0.9	20	0.9	-9	0.2	-17

In the list so far, these have two or more sulfur atoms:
SMILES	DTT redox prof	TNAP inh hi DEA	RAM inhibit	S1P3 antagonist	PMI activator	Lmaj promast	PMI act hi M6P	Efa HMGR inh	Hsp70 activator	TNAP inh noacc
O=C1c2ccccc2C(=O)N1CSc1nnc(Nc2ccccc2)s1	-0.4	2	6.4	4	0.9	-4	0.9	0	-0.1	-7
O=C(O)c1ccc(Cn2c(SCc3cc(=O)n4cc(Br)ccc4n3)nc3ccsc3c2=O)cc1	0.0	-1	1.9	-2	1.1	-6	1	6	0.1	4
O=C(CSc1nc2ccccc2s1)N1N=C(c2cccs2)CC1c1ccc(F)cc1 (centres undefined)	2.9	-5	4.4	-4	0.9	-1	1	-2	-0.4	-8
CC(=O)c1ccc(OCCCC(=O)N2CCN(S(=O)(=O)c3cccs3)CC2)cc1	-0.8	-6	-1.2	-32	0.9	5	0.9	0	-0.3	-19
CCN1C(=O)C(CC(=O)Nc2ccc(OC)cc2)N(Cc2cccs2)C1=S (centres undefined)	3.1	6	-0.1	.	1.1	5	0.9	-5	-0.3	9
Cc1ccccc1-n1c(Cn2c(=O)sc3ccccc32)nnc1SCC(=O)NCC1CCCO1 (centres undefined)	-1.2	-5	3.1	-3	0.8	-8	0.8	2	-0.1	-8
O=C(CCC(=O)c1cccs1)OCC(=O)N1CCN(S(=O)(=O)c2ccccc2)CC1	0.1	-10	1.0	-15	0.9	-6	1	2	-0.2	-15
Clc1ccccc1CSc1snnc1-c1ccccc1	1.8	-4	1.0	.	1	-1	1	0	-0.4	-16

This is a random part of the collection. Share with any hit: about 12%.
